Compound activity from PubChem BioAssay.
aSyn yeast rescue: alpha-synuclein toxicity suppression in yeast. 94,000 tested, 0.02% active. Potency, µM (doses to about 46.1 µM), for inactives: at the top dose growth rescue (activation), actives largely listed as activators. S. cerevisiae alpha-synuclein toxicity rescue, BacTiter-Glo growth, 24 h; active means well fitted activation curve with a large enough effect; inconclusive means small, poorly fitted or top-dose-only effect; further: 0% is about no effect
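Growth restoration measured by BacTiter-Glo luminescence after 24 hr at 30 deg C; alpha-synuclein yeast, raffinose-pregrown to mid-log, were added at OD600=0.02 in galactose medium onto pinned compounds.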
Starred values were filed as active, the others as inactive; u = inconclusive. Potency means the concentration at half of the fitted maximal effect. A portion of the library; the hit share may differ from the screen's.

Start of the data: the first six entries (preview)
SMILES | aSyn yeast rescue
Cc1cccc2sc(N(Cc3cccnc3)C(=O)c3ccco3)nc12 | 14.4%
Cc1ccc(C)c(Cn2c(=O)cc(C)c3c(C)nn(C)c32)c1 | 14.7%
Cc1ccc(-c2cn(-c3cccc(Cl)c3)c(S(=O)(=O)CC(=O)Nc3cccc(C)c3)n2)cc1 | 26.1%
O=C1C2ON(c3ccc(Cl)cc3)C(c3ccco3)C2C(=O)N1c1ccccc1 (configuration not stated) | u
Cc1nc(-c2ccc3c(c2)CCC(=O)N3)cs1 | -0.4%
CCOP(=O)(Nc1ccc2oc(=O)c3ccccc3c2c1)OCC | 13.6%

Results, repeating the preview:
SMILES | aSyn yeast rescue
Cc1cccc2sc(N(Cc3cccnc3)C(=O)c3ccco3)nc12 | 14.4%
Cc1ccc(C)c(Cn2c(=O)cc(C)c3c(C)nn(C)c32)c1 | 14.7%
Cc1ccc(-c2cn(-c3cccc(Cl)c3)c(S(=O)(=O)CC(=O)Nc3cccc(C)c3)n2)cc1 | 26.1%
O=C1C2ON(c3ccc(Cl)cc3)C(c3ccco3)C2C(=O)N1c1ccccc1 (configuration not stated) | u
Cc1nc(-c2ccc3c(c2)CCC(=O)N3)cs1 | -0.4%
CCOP(=O)(Nc1ccc2oc(=O)c3ccccc3c2c1)OCC | 13.6%
COc1ccc(C2/C(=C(/O)c3cnn(-c4ccccc4)c3C)C(=O)C(=O)N2CCN(C)C)cc1OC (configuration not stated) | 1.0%
Cc1nc2nc(SCc3ccc(F)cc3Cl)nn2c(C)c1Cc1ccccc1 | 4.1%
Cc1cc2oc(=O)sc2cc1NS(=O)(=O)c1ccccc1 | 5.6%
CCc1ccc2occ(CC(=O)Nc3ccccc3C(F)(F)F)c2c1 | -6.4%
CCOc1ccc(-c2nc(CSCC(=O)N3CCN(c4cccc(C(F)(F)F)c4)CC3)c(C)o2)cc1 | 20.9%
CC(=O)c1cccc(N(CC(=O)NC2CCCCC2)C(=O)CNC(=O)c2cccs2)c1 | -0.7%
O=C(Nc1cc(S(=O)(=O)N2CCOCC2)ccc1N1CCOCC1)c1cn2ccccc2n1 | -2.9%
Cc1ccc(S(=O)(=O)N2CCC(C(=O)OCC(=O)N3CCCC(C)C3)CC2)cc1C (configuration not stated) | 3.8%
O=S(=O)(c1ccc(Cl)c(NC(=S)Nc2cccc(O)c2)c1)N1CCOCC1 | u
Cc1ccc2nc(-c3ccc(NC(=O)c4ccc(S(C)(=O)=O)cc4)cc3)sc2c1 | 1.6%
CCSc1ncc(Cl)c(C(=O)N2CCN(c3ccccc3OC)CC2)n1 | 2.0%
COc1ccc(-c2cc(C(=O)Nc3cccc(S(=O)(=O)NCc4ccco4)c3)c3ccccc3n2)cc1OC | 2.4%
CCN(CC)CCNC(=O)c1cc(-c2ccc(Br)s2)nc2ccccc12 | 6.5%
Cc1csc(NC(=O)c2cccc(S(=O)(=O)N3CCN(C)CC3)c2)n1 | 7.9%
Cc1ccc(S(=O)(=O)N2CCC(N3CCN(C)CC3)CC2)cc1Cl | 2.7%
O=C(Nc1nc2ccc(F)cc2s1)c1ccc(N2CCCC2=O)cc1 | -1.7%
Cc1cc(Cl)ccc1OCc1nc(-c2ccncc2)no1 | 29.1%
COC(=O)c1ccc(NC(=O)NCCn2nnc3cc(S(=O)(=O)N(C)C)ccc32)cc1 | 5.3%
O=C(CN(Cc1ccco1)C(=O)c1ccc(Cl)cc1)Nc1c(Cl)cc(Cl)cc1Cl | -8.4%
CC(NC(=O)c1cc(S(=O)(=O)N2CCOCC2)cn1C)c1ccccc1 (configuration not stated) | 1.4%
CCOc1ccc(-c2cc(C(=O)N3CCN(S(=O)(=O)c4cc(Cl)ccc4OC)CC3)[nH]n2)cc1 | 18.5%
CC1CC1C(=O)OCC(=O)Nc1ncc(Cl)cc1Cl (configuration not stated) | 7.4%
O=C(Cn1c(=O)n(-c2ccc(F)cc2)c(=O)c2sc3ccccc3c21)N1CCCC1 | -2.6%
Cc1ccc(CCNC(=O)c2cc3c(=O)oc4ccccc4c3s2)cc1 | 0.5%
CCc1cccc(NC(=O)CSc2n[nH]c(-c3ccccc3Cl)n2)c1 | -17.7%
O=C(Cc1nc2ccccc2[nH]1)c1ccc([N+](=O)[O-])cc1 | 2.5%
[O-]c1n[n+](-c2ccc(Cl)cc2)cc2ccccc12 | 11.3%
CN(C)CCN(C(=O)c1ccc(Br)s1)c1nc2cc3c(cc2s1)OCCO3 | 11.2%
CCN1CCCc2cc(CN(CCN3CCOCC3)C(=S)Nc3ccc(OC)cc3)ccc21 | -8.5%
CCc1ccc(S(=O)(=O)c2nnn3c2nc(NC(C)C)c2cc(Cl)ccc23)cc1 | 4.9%
CCn1cc(C(=O)Nc2cccc(Cl)c2)c2cc(OC)c(OC)cc2c1=O | 2.4%
COc1cccc(NC(=O)N(C)C[C@H]2Oc3ncc(Br)cc3C(=O)N([C@H](C)CO)C[C@H]2C)c1 | 4.0%
COc1cccc(C2C(C(=O)Nc3cccnc3)=C(C)Nc3nc(SCc4ccccc4)nn32)c1 (configuration not stated) | -3.6%
CCCc1nn2c(=O)cc(COC(=O)c3cccc(NC(=O)COc4ccccc4C)c3)nc2s1 | 0.3%

Exported as labelled records: part of the list above
> CCN1CCCc2cc(CN(CCN3CCOCC3)C(=S)Nc3ccc(OC)cc3)ccc21
  aSyn yeast rescue: -8.5%

> CCc1ccc(S(=O)(=O)c2nnn3c2nc(NC(C)C)c2cc(Cl)ccc23)cc1
  aSyn yeast rescue: 4.9%

> CCn1cc(C(=O)Nc2cccc(Cl)c2)c2cc(OC)c(OC)cc2c1=O
  aSyn yeast rescue: 2.4%

> COc1cccc(NC(=O)N(C)C[C@H]2Oc3ncc(Br)cc3C(=O)N([C@H](C)CO)C[C@H]2C)c1
  aSyn yeast rescue: 4.0%

Next section
SMILES | aSyn yeast rescue
COC(=O)CCCNC(=O)c1ccc(S(=O)(=O)NCc2ccco2)cc1 | 1.4%
CN(Cc1ccccc1)C(=O)COC(=O)c1cc(S(=O)(=O)N(C)C)ccc1N1CCCC1 | 2.5%
C=CCN(c1ccccc1)S(=O)(=O)c1c(C)[nH]c(=O)[nH]c1=O | -8.6%
CCCOc1ccccc1C1Oc2nc(SC)nnc2-c2ccccc2N1C(C)=O (configuration not stated) | -3.3%
CCOc1ccc(NC(=O)CSc2cn(CCNC(=O)c3ccccc3F)c3ccccc23)cc1 | 4.4%
CCc1ccc(NC(=O)C(=O)NCCN2CCN(S(=O)(=O)c3ccccc3)CC2)cc1 | 1.0%
Cc1cc(NC(=O)Nc2ccccc2)n(-c2ccccc2)n1 | 5.1%
C[C@@H]1CN([C@H](C)CO)C(=O)CCCn2nncc2CO[C@@H]1CN(C)C(=O)OCc1ccccc1 | -8.0%
Cc1ccc(C(=O)OCC(=O)N(C)C2CCS(=O)(=O)C2)cc1S(=O)(=O)N1CCCCC1 (configuration not stated) | -7.0%
COc1ccc(NC(=O)N(C)C[C@H]2OCc3cnnn3CCCC(=O)N([C@@H](C)CO)C[C@H]2C)cc1 | 1.9%
Cc1cc(C)cc(NC(=O)C2CCCN2S(=O)(=O)c2ccc3c(c2)CCCC(=O)N3)c1 (configuration not stated) | 4.1%
Cc1ccc2cc3cc(C(=O)Nc4ccc(F)cc4Cl)oc3nc2c1 | 3.2%
CC(OC(=O)CC1CCCC1)C(=O)Nc1ccc(S(N)(=O)=O)cc1 (configuration not stated) | 2.3%
Cc1sc2ncnc(N(C)CCc3ccccn3)c2c1C | 3.9%
Cn1ncc(C(=O)N2CCN(c3ccccc3)CC2)c1C1CCN(C(=O)OC(C)(C)C)CC1 | 8.0%
Cc1ccc(C(=O)CCC(=O)N2CCN(C(=O)c3ccco3)CC2)cc1 | 10.5%
Cc1ccc(C(=O)NCC(=O)OCC(=O)N2CC(C)OC(C)C2)cc1 (configuration not stated) | 11.7%
COc1ccc(/C=N/NC(=O)c2cccc(NC(=O)c3ccccc3Cl)c2)cc1 | -4.5%
O=C(O)Cn1ccc2cc(S(=O)(=O)N3CCCCC3)ccc21 | 2.7%
COc1ccc(CC(=O)Nc2nnc3n2CCS3)cc1 | -10.5%
CC(C(=O)NCC1CCCCC1)N(C)CC(=O)Nc1ccc(N2CCOCC2)cc1 (configuration not stated) | -1.8%
Cc1csc(=O)n1CC(=O)OC(C)C(=O)Nc1ccc(N(C)C)cc1 (configuration not stated) | -20.5%
COc1ccc(-c2ccnc3c(C#N)cnn23)cc1 | -4.6%
COc1cccc(CNc2ccc(F)c([N+](=O)[O-])c2)c1O | 6.9%
Cn1c(=O)oc2cc(S(=O)(=O)N3CCC(C(=O)N4CCN(c5cccc(Cl)c5)CC4)CC3)ccc21 | -1.5%
CCCCNC(=O)c1ccc2c(=O)n(-c3ccccc3)c(=O)[nH]c2c1 | -0.6%
COc1ccc(C(=O)OCC(=O)Nc2ccc3[nH]c(=O)[nH]c3c2)c(OC)c1OC | 4.6%
CCOC(=O)c1cccc(NC(=O)CCc2c(C)nn(-c3ccc(N4CCOCC4)nn3)c2C)c1 | -7.1%
C=C(C)CSc1nc(-c2ccccc2)cc(-c2ccc(OC)cc2)c1C#N | 4.7%
C/C(=N\NC(=O)c1ccc(-c2ccccc2)cc1)c1cccc(N)c1 | -4.4%
O=C(CN1C(=O)COc2ccccc21)NCCc1ccc(Cl)cc1 | 5.6%
Cc1ccc(NC(=O)c2cc(S(=O)(=O)N3CCOCC3)c(Cl)cc2Cl)cc1 | -5.0%
CCCCOC(=O)c1nnc(-c2ccccc2)o1 | -20.0%
CC(=O)c1ccc(NC(=O)c2nc3ccccc3nc2N2CCCCC2)cc1 | 5.1%
CC(C)(C)C(=O)NC(=S)NNC(=O)c1ccc(Cl)cc1Cl | -1.9%
COc1ccc([C@H]2C[C@H](O)[C@@H](n3cc(COC(=O)c4ccccc4)nn3)CN2C(=O)C2CCCCC2)cc1 | 1.9%
CCOc1ccc(N(CC(=O)NCc2ccc(C)cc2)S(=O)(=O)c2c(C)noc2C)cc1 | -2.6%
CCCc1nc(SCC(=O)NCc2ccco2)c2c(=O)n(C)c(=O)n(C)c2n1 | -3.0%
CN(C)S(=O)(=O)N(CC(=O)N1CCN(c2ccccc2)CC1)c1ccccc1 | 12.2%
Cc1ccc(NC(=O)CCNS(=O)(=O)c2ccc3c(c2)CCN3C(=O)C2CC2)c(Cl)c1 | 0.2%

Part of the list above in order of length of the SMILES, low to high:
SMILES | aSyn yeast rescue
CCCCOC(=O)c1nnc(-c2ccccc2)o1 | -20.0%
Cc1ccc(CCNC(=O)c2cc3c(=O)oc4ccccc4c3s2)cc1 | 0.5%
CCN(CC)CCNC(=O)c1cc(-c2ccc(Br)s2)nc2ccccc12 | 6.5%
CN(Cc1ccccc1)C(=O)COC(=O)c1cc(S(=O)(=O)N(C)C)ccc1N1CCCC1 | 2.5%

New compounds follow.
SMILES | aSyn yeast rescue
Cc1c(Cl)ccc2sc(N3CCN(C(=O)C4CC4)CC3)nc12 | 18.7%
Cc1sc(-n2cccc2)c(C(C)NC(=O)Nc2ccccc2Cl)c1C (configuration not stated) | -6.7%
O=C(Nc1ccc(F)cc1Cl)C1Cc2ccccc2N1C(=O)c1ccccc1 (configuration not stated) | 3.3%
Cc1ccc(-c2noc(CN(C(=O)c3ccc(C(C)(C)C)cc3)C(C)C)n2)cc1 | -2.4%
CCc1ccccc1NC(=O)Cn1c(=O)n(-c2ccc(C)cc2)c(=O)c2c1c1cc(C)ccc1n2C | -9.2%
COc1ccc(OCC(=O)Nc2cc(-c3nn4c(C)nnc4s3)ccc2C)cc1 | 10.8%
COc1ccccc1N(CC(=O)NCCSCc1ccccc1)S(=O)(=O)c1ccc(C)cc1 | 23.8%
COc1ccc(N2CCN(C(=O)CCC(=O)N3CCOc4ccc(Cl)cc43)CC2)cc1 | 2.5%
O=C(CSc1n[nH]c(-c2ccccc2Cl)n1)NCCCc1ccccc1 | -2.5%
O=C(c1ccc(F)cc1)n1nc(-c2ccccc2)nc1NCc1ccc(F)cc1 | 9.0%
COc1ccc(CCNC(=O)c2nnc(CS(=O)(=O)c3ccccc3)o2)cc1OC | 4.8%
COC(=O)c1ccc(CSc2nc3ccccc3c(=O)n2C)o1 | -3.5%
COc1ccccc1OCc1cc(C(=O)N(C)CCC2CCOCC2)no1 | -0.4%
CSc1nn(Cc2ccc(F)cc2)c(N)c1S(=O)(=O)c1ccc(Cl)cc1 | -16.3%
Cc1ccc(C)c(N=Cc2cc3c(cc2[N+](=O)[O-])OCO3)c1 | -10.6%
O=C(c1cnc2n(c1=O)CCS2)N1CCc2ccccc21 | -2.3%
